# Compound activity (PubChem)
# Pf growth 48h = P. falciparum growth inhibition at 48 hours (one generation) | P. falciparum luciferase growth in erythrocytes, 48 h | Potency, µM (top dose mostly 28.7 µM), inactives show top-dose activity change, negative = inhibition, actives largely listed as inhibitors | 310,000 compounds, 5.9% hits | AID 504832; note: potency is the fitted concentration of half-maximal effect; % is set by controls: 0 for no effect and ±100 for the full control effect
#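 In quantitative HTS format, infected erythrocytes bearing luciferase-reporter parasites were treated for a single generation at 37 C. Luminescence after adding detection reagent served as the growth measure.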
# LmPK inhibitor = blocks Leishmania mexicana pyruvate kinase activity; Q27686; purified LmPK, Kinase-Glo ATP luminescence, 1 h; Potency, µM (titrated, usually from 57.5 µM), inactives show top-dose activity change, negative = inhibition, hits mostly inhibitors; 290,000 compounds, 0.37% hits; note: potency is the fitted concentration of half-maximal effect; % is set by controls: 0 for no effect and ±100 for the full control effect
# Target sequence (Q27686 whole entry, looked up): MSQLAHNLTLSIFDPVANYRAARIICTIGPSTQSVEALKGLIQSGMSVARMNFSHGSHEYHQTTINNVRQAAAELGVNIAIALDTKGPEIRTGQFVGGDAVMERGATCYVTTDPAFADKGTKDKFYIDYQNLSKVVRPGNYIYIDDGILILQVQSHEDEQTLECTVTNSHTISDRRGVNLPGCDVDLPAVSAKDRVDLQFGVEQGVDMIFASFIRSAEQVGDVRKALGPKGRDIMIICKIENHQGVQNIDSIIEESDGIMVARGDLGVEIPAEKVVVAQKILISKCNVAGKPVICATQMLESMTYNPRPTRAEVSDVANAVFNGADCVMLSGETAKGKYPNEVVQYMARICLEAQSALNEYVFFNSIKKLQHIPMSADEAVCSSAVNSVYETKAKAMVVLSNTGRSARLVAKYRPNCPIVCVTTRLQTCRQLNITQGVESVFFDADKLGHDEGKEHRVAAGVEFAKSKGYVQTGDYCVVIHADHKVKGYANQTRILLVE
#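 qHTS format; LmPK 0.1 nM; substrates PEP 0.5 mM and ADP 0.1 mM. One-hour room-temperature incubation, then coupled luciferase luminescence; 0.5 nM enzyme wells mark activation.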
# CHX counter = counter-screen hit for Shiga toxin inhibitors, cycloheximide; cell reporter, cycloheximide protein synthesis inhibition counterscreen; max response, %; 300,000 compounds, 12% hits; in the data active = max response mostly above about 13%, no sharp cut-off; inactive = mostly below about 14%; note: read at 38.3 µM for the half of the compounds with a filed dose; 0% is about no effect
# Shiga inhibitor = inhibitors of Shiga toxin in Vero cells; Vero cells, Shiga toxin protein synthesis inhibition reporter; 290,000 compounds, 9.2% hits; inhibition, % at 38.7 µM; in the data active = inhibition mostly above about 28%, no sharp cut-off; inactive = mostly below about 43%; note: 0% is about no effect
# Tb PYK inh = T. brucei pyruvate kinase inhibition | Potency, µM (highest dose often 76.8 µM), inactives show at the highest dose activity, negative = inhibition, most hits filed as inhibitors | Q57TT1 | 410,000 compounds, 0.12% hits | TbPYK enzyme, Kinase-Glo Plus ATP luminescence, 45 min | AID 624173; note: potency is the fitted concentration of half-maximal effect; % is set by controls: 0 for no effect and ±100 for the full control effect; nearly all actives have a fitted effect of over 50% in size
#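 Readout: single end-point luminescence (Kinase-Glo Plus, 10 min). Reaction conditions were TbPYK/substrate plus 130 uM ADP, 45 min at RT, pH 7.2 TEA buffer. No-enzyme wells served as controls, and data were normalized before concentration-response fitting.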
# HCV inh = inhibitors of hepatitis C virus infection | Potency, µM (titrated, usually from 41.8 µM), for inactives: top-dose activity change, negative = inhibition, actives largely listed as inhibitors | Huh7.5.1 HCVcc-Cre infection, luciferase reporter, 44 h | 340,000 compounds, 3.4% hits; note: potency is the fitted concentration of half-maximal effect; % is set by controls: 0 for no effect and ±100 for the full control effect
#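 1,000 cells/well; 4 h culture; + compound; + HCVcc-Cre (~0.5 moi); 44 h; luciferase substrate, RT 15 min; read 15 sec.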
# Pf growth 96h = inhibits malaria parasite growth, 96 h; AID 504834; P. falciparum luciferase reporter growth, 96 h; 320,000 compounds, 6.9% hits; Potency, µM (titrated, usually from 28.7 µM), for the others: at the highest dose activity change, negative = inhibition, hits mostly inhibitors; note: potency is the fitted concentration of half-maximal effect; % is set by controls: 0 for no effect and ±100 for the full control effect
#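 96 h incubation, 37 C, 5% CO2, of luciferase-reporter P. falciparum-infected RBCs (2% hematocrit, 0.05% parasitemia final) with test compounds; endpoint luminescence.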
# Numbers without * were called inactive; i = inactive; ? = inconclusive; nt = not tested or not shown; [ ] = dose if it differs, or a comment. Unless noted, calls come from the whole dose curve; as a rule, active = well fitted curve in the direction sought with a large enough effect; inconclusive = small, poorly fitted or top-dose-only effect, or another doubt; inactive = no such curve, though single readings can be large; an effect the other way counts as inactive or inconclusive.
SMILES,Pf growth 48h,LmPK inhibitor,CHX counter,Shiga inhibitor,Tb PYK inh,HCV inh,Pf growth 96h
Cn1cc(-c2ccccc2C(N)=O)c(=O)c2ccccc21,i,-7%,-2,2,1%,19%,20%
O=S(=O)(Nc1ccc(Cl)cc1)c1ccc2c(c1)CCO2,-9%,1%,9,39,5%,-4%,4%
CC(C)(C)C(=O)Nc1nc(C2CCCN2S(=O)(=O)c2ccc(Cl)cc2)cs1 (configuration not stated),nt,9%,-1,-7,-5%,-21%,?
COc1ccc(CNC(=O)c2ccc(NS(=O)(=O)c3c(C)noc3C)cc2)cc1,0%,-2%,1,8,-4%,8%,50%[activator]
COc1ccc(CNC(=O)c2ccc(CS(=O)(=O)c3ccc(C)cc3)o2)cc1,22%,-9%,3,-4,6%,-7%,22%
Cc1cc(C)cc(Nc2c3c(nc4ncnn24)CCC3)c1,-27%,-2%,-5,1,-5%,-27%,33%[activator]
OCCN1CCN(c2nc3ccccc3nc2-c2ccccc2)CC1,-21%,-3%,2,-8,3%,8%,-17%
CC1C(=O)Nc2ccc(S(=O)(=O)N3CCN(c4ccccc4F)CC3)cc2NC1=O (configuration not stated),11%,1%,-4,-1,-5%,-29%,0%
CCOC(=O)N1CCC(NS(=O)(=O)c2ccc3c(c2)OCC(=O)N3)CC1,31%[activator],-3%,-4,2,-3%,-9%,?
CC(=O)c1ccc(NC(=O)COC(=O)c2ccccc2Sc2ccccc2C#N)cc1,32%[activator],1%,15*,2,3%,11%,48%[activator]
COc1cc2c(cc1OC)CN(C(C)C(=O)Nc1cccc(S(=O)(=O)N3CCOCC3)c1)CC2 (configuration not stated),?,nt,nt,nt,3%,-7%,?
Cc1cccc2c(C(=O)N3CCN(c4ccccc4)CC3)cc(-c3ccncc3)nc12,8.3µM*,-4%,-1,6,-2%,-17%,?
CC1CCN(C(=O)COC(=O)c2n[nH]c(=O)c3ccccc23)CC1,55%[activator],nt,nt,nt,-6%,2%,36%
CCOC(=O)COn1c(=O)c(-c2ccccc2)[n+]([O-])c2ccccc21,nt,0%,3,17,-7%,10%,6%
CC(=O)Nc1nc2c(C)cc(NC(=O)C3CCCCC3)cc2s1,99%[activator],-5%,32*,74*,-1%,-1%,2%
Cc1csc(NC(=O)c2c(-c3c(F)cccc3Cl)noc2C)n1,12µM*,nt,nt,nt,3%,?,?
O=C1C(Cl)=C(N2CCN(Cc3ccccc3)CC2)C(=O)N1c1ccccc1,-1%,3%,-1,-7,-8%,12%,nt
Cc1nc(CSc2nnc3scc(-c4ccccc4)n23)cs1,-8%,0%,-3,-3,-9%,16%,0%
CCOC(=O)c1cc(C#N)c(Nc2ccc(C)cc2)nc1C(F)(F)F,11%,-15%,-2,35,-1%,26%,1%
COCCCNC(=S)NC1CC2CCCC(C1)N2Cc1cccs1 (configuration not stated),?,-4%,1,-11,2%,-2%,?
COc1ccc(C2NC(=O)C(C#N)=C(S)N2c2ccccc2)cc1OC (configuration not stated),5%,3%,-2,-6,10%,9%,19%
CCOC(=O)C1C(=O)CC(C)(O)C(C(=O)OCC)C1c1ccc(SC)cc1 (configuration not stated),-7%,3%,6,9,-3%,-3%,-13%
CC(=NCc1cccnc1)c1c(O)n(-c2ccc(Cl)cc2)c(=O)[nH]c1=O,24%,9%,-2,-6,2%,19%,-1%
Cc1cc(C)c(OCCCNCc2ccccc2)c(Br)c1,?,1%,-5,nt,-4%,?,38%[activator]
CN(Cc1ccccc1F)C(=O)CN1C(=O)NC2(CCc3ccccc32)C1=O (configuration not stated),?,nt,nt,nt,2%,3%,2%
CN(CCN1CCOCC1)C(=O)CC1C(=O)NCCN1Cc1ccccc1F (configuration not stated),11%,-4%,-4,-4,-3%,-3%,?
NCCNC(=O)Cc1ccc(NC(=O)Cc2ccc(Nc3ncnc4c3ncn4[C@@H]3O[C@H](CO)[C@@H](O)[C@H]3O)cc2)cc1,-26%,nt,nt,nt,-9%,3%,0%
Cc1ccc(C(=O)OCC(=O)c2ccc(Cl)s2)s1,118%[activator],-7%,53*,83*,1%,?,nt
COCCNC(=O)[C@H]1N2C(=O)c3ccccc3C2SC1(C)C (some centres not stated),nt,-6%,-3,-6,-8%,10%,-1%
COc1cc2c(cc1NC(=O)COC(=O)CNS(=O)(=O)c1ccc(C)cc1)oc1ccccc12,35%[activator],-2%,24*,83,7%,?,0%
O=C(NCc1ccccc1)N1CCC(c2nc3ccccc3[nH]2)CC1,-13%,0%,-5,-15,-6%,-2%,-18%
Cc1ccc(-c2ccc(OCC(=O)N3CCOCC3)cc2)cc1,70%[activator],-15%,42*,62*,-2%,-1%,nt
CC(CN1CCN(c2ccccc2)CC1)c1ccccc1 (configuration not stated),40%[activator],-9%,7,22,-8%,22%,88%[activator]
COC(c1ccccc1)(c1ccccc1)C(Oc1nccc(C)n1)C(=O)O (configuration not stated),5%,4%,-3,nt,3%,23%,-7%
Cc1cccc(NC(=O)c2ccccc2[N+](=O)[O-])n1,5%,2%,8,-7,1%,2%,74%[activator]
CC1CC(C)CN(C(=O)COC(=O)c2cc(S(=O)(=O)N3CCOCC3)ccc2F)C1 (configuration not stated),?,nt,nt,nt,1%,?,2%
Cc1n[nH]c(=O)nc1N/N=C/c1ccc(O)c([N+](=O)[O-])c1,?,?,14,-3,-11%,0%,53%
Fc1ccc(-c2csc(N3CCSCC3)n2)cc1,i,-2%,32*,98*,3%,?,106%[activator]
Cc1ccc(Cl)cc1N1CCN(Cc2nc3ccsc3c(=O)[nH]2)CC1,nt,-1%,-7,2,4%,2%,?
O=C(c1cc(=O)[nH]c2ccccc12)N1CCN(c2ccc([N+](=O)[O-])cc2)CC1,?,7%,0,-3,8%,-27%,?
Clc1ccc2c(NCc3ccco3)ncnc2c1,nt,-1%,6,5,-5%,?,?
CCn1c(=N)c(S(=O)(=O)c2ccccc2)cc2c(=O)n3ccccc3nc21,18%,2%,-3,-21,-26%,12%,?
Cc1nn(CCO)c2c1C(=O)CCC2,-1%,-13%,-1,20,-4%,2%,-1%
CCC1(CC)Cc2ccccc2C(=C(C#N)C#N)N1,?,5%,-2,-6,-8%,6%,6%
O=C(/C=C/c1ccc(O)c(O)c1)c1ccccc1O,25%,?,41*,72*,-23%,?,10%
COc1ccc(NC(=O)c2cccc(S(=O)(=O)N3CCOCC3)c2)cn1,nt,-2%,0,-14,-13%,2%,10%
O=C(NCC1CCCO1)c1cnc(Cl)c(Cl)c1 (configuration not stated),?,-3%,2,-1,-6%,3%,5%
CC(NS(=O)(=O)c1ccc([N+](=O)[O-])cc1)C(c1cccs1)N1CCOCC1 (configuration not stated),?,-6%[11.5 µM],-10,-10,-12%,1%,-4%
CN1CCN(S(=O)(=O)c2ccc(NC(=O)c3cccc(F)c3)cc2)CC1,5%,-1%,-2,20,-3%,2%,-1%
Cc1c(NC(=S)Nc2ccccc2C(F)(F)F)cccc1[N+](=O)[O-],5%,-1%,0,-4,-5%,1%,?
Cc1ccccc1C(=O)N1CCC(C(=O)N2CCCc3ccccc32)CC1,?,nt,nt,nt,-3%,?,-16%
COc1ccc(/C=C2/SC(=S)NC2=O)cc1OCc1ccccc1,10%,-15%,-3,-7,-5%,-25%,?
O=C(NCCSCc1ccco1)Nc1cc(Cl)cc(Cl)c1,?,3%,12,39,-5%,-10%,-18%
O=C(c1ccc2c(c1)OCCO2)C1CCN(C(=O)c2ccc(F)cc2)CC1,?,0%,16,11,-12%,?,-2%
CCCN1CCN(S(=O)(=O)c2c(C)[nH]c(C)c2C(=O)N2CCCCC2)CC1,-6%,3%,10,-2,3%,-3%,-16%
COc1ccc(S(=O)(=O)n2ccc(C(C)Oc3ccc(-c4ccccc4)c(F)c3)n2)cc1 (configuration not stated),13µM*,0%,11,4,0%,?,17µM*
N#Cc1ccccc1NC(=S)NC(=O)C1CCC1,0%,-4%,-2,2,-4%,-2%,-11%
CN1C(=O)C(=Cc2ccc(N3CCCCCC3)cc2)C(=O)N(C)C1=O,?,1%,-2,0,-14%,-14%,-9%
Cc1cccc(OCC(=O)Nc2ccc(C(=O)NCc3cccnc3)cc2)c1,-11%,0%,1,-2,nt,nt,5%
O=c1/c(=C/c2ccc(O)c([N+](=O)[O-])c2)sc2nc3ccccc3n12,11%,-6%,33*,94*,-7%,5%,?

# More structures.
SMILES,Pf growth 48h,LmPK inhibitor,CHX counter,Shiga inhibitor,Tb PYK inh,HCV inh,Pf growth 96h
Cc1c(C(=O)N2CCCCC2C)sc2nc3n(c(=O)c12)CCC3 (configuration not stated),14%,-2%,-3,1,-14%,10%,2%
Fc1ccc(-c2ccc(/C=N/n3cnnc3)o2)cc1,15%,2%,1,-8,-2%,-1%,-12%
Cc1cccc(C)c1OCCn1nc(C(=O)O)c2ccccc2c1=O,nt,3%,-2,-2,4%,1%,6%
COc1ccc(OC)c(NC(=O)COC(=O)c2c3c(nc4ccccc24)CCCC3)c1,8.3µM*,5%,-2,-9,6%,0.89µM*,nt
CCC(C)(C)NC(=O)c1ccc2c(c1)OCCO2,36%[activator],0%,16*,45,0%,8%,45%[activator]
CCN(CC)S(=O)(=O)c1ccc(NC(=O)[C@@H](NC(=O)c2cc(OC)cc(OC)c2)C(C)C)cc1,?,15%,-2,-19,2%,?,2%
CC(=O)NC1CCN(CC(=O)Nc2cccc([N+](=O)[O-])c2)CC1,15%,0%,-2,-11,-3%,-4%,24%
CCCCNC(=S)N(C)/N=C/c1c(C)[nH]c2ccccc12,?,-4%,-5,-8,-1%,-10%,12µM*
COCCn1c(C)cc(/C=C2\NC(=S)N(C)C2=O)c1C,?,-1%,17*,47*,-12%,-14%,?
CCOC(=O)N1CCN(S(=O)(=O)c2ccc(C(=O)NNc3nc4ccc(Cl)cc4s3)cc2)CC1,0%,-3%,1,-13,-4%,7.1µM*,?
Cc1ccc(-c2noc(CN3CCN(c4ccccc4F)CC3)n2)cc1,9%,1%,-1,10,-3%,9%,17%
Cc1c(NS(=O)(=O)c2cc(NC(=O)CCN3CCCC(C)C3)ccc2Cl)c(=O)n(-c2ccccc2)n1C (configuration not stated),?,-2%,-3,22,-1%,9%,?
C(=N\Nc1ncnc2sc3c(c12)CCC3)/c1ccncc1,?,-2%,-7,-34,2%,?,40%[activator]

# Full records, quoted from the list. Screens in order: Pf growth 48h | LmPK inhibitor | CHX counter | Shiga inhibitor | Tb PYK inh | HCV inh | Pf growth 96h
# NCCNC(=O)Cc1ccc(NC(=O)Cc2ccc(Nc3ncnc4c3ncn4[C@@H]3O[C@H](CO)[C@@H](O)[C@H]3O)cc2)cc1 is entered as -26% | nt | nt | nt | -9% | 3% | 0%
# CN1CCN(S(=O)(=O)c2ccc(NC(=O)c3cccc(F)c3)cc2)CC1 is entered as 5% | -1% | -2 | 20 | -3% | 2% | -1%

# Grouped by structure: the compounds so far containing a furan ring, fused or not (five)
SMILES,Pf growth 48h,LmPK inhibitor,CHX counter,Shiga inhibitor,Tb PYK inh,HCV inh,Pf growth 96h
COc1ccc(CNC(=O)c2ccc(CS(=O)(=O)c3ccc(C)cc3)o2)cc1,22%,-9%,3,-4,6%,-7%,22%
COc1cc2c(cc1NC(=O)COC(=O)CNS(=O)(=O)c1ccc(C)cc1)oc1ccccc12,35%[activator],-2%,24*,83,7%,?,0%
Clc1ccc2c(NCc3ccco3)ncnc2c1,nt,-1%,6,5,-5%,?,?
O=C(NCCSCc1ccco1)Nc1cc(Cl)cc(Cl)c1,?,3%,12,39,-5%,-10%,-18%
Fc1ccc(-c2ccc(/C=N/n3cnnc3)o2)cc1,15%,2%,1,-8,-2%,-1%,-12%
